# Ub-GFP proteasome = proteasome inhibitors stabilizing ubiquitin-GFP reporter; Ubiquitin-GFP reporter cells, proteasome inhibition, GFP fluorescence; response scale: untreated = 0%, 10 µM MG-132 = 100%; Potency, µM (top dose mostly 45.9 µM), without a hit: at the top dose activation (GFP accumulation), actives largely listed as activators; 67,000 tested, under 10 active; AID 526; active = well fitted activation curve with a large enough effect, not every such curve was filed as active; inconclusive = small, poorly fitted or top-dose-only effect, or another doubt; inactive = no such curve, though single readings can be large or run the other way; also: potency is read from the fitted curve at half-maximal effect
#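 U2OS Ub(G76V)-GFP reporter; O/N plating, 0.5% FBS; cpd 46 uM–2.9 nM, 4 h, 37 °C; GFP+ cell count, 488/515 nm; norm. to basal vs 10 uM MG-132; CRC fit.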
# Hsp90 Hop PPI = changes Hsp90-Hop TPR2A binding signal, up or down | AlphaScreen TPR2A-His6 binding biotin-Hsp90 C-terminal peptide | Potency, µM (series often up to 57 µM), without a hit: at the highest dose activity change, negative = inhibition | 71,000 compounds, 0.44% hits | AID 595; active = well fitted curve in either direction with a large enough effect; inconclusive = small, poorly fitted or top-dose-only effect, or another doubt; also: potency is read from the fitted curve at half-maximal effect; % is scaled to controls: 0 for no effect and ±100 for the full control effect; many of its hits are not listed in these tables
# 15-hLO inh = blocks human 15-lipoxygenase activity; P16050; purified 15hLO-1, xylenol orange hydroperoxide absorbance; Potency, µM (doses to about 57.1 µM), for the others: top-dose activity change, negative = inhibition, usual class: inhibitors; 74,000 compounds, 1.4% hits; also: potency is read from the fitted curve at half-maximal effect; % is scaled to controls: 0 for no effect and ±100 for the full control effect; nearly all actives have a fitted effect of over 55% in size
# Target sequence (P16050 whole entry, looked up): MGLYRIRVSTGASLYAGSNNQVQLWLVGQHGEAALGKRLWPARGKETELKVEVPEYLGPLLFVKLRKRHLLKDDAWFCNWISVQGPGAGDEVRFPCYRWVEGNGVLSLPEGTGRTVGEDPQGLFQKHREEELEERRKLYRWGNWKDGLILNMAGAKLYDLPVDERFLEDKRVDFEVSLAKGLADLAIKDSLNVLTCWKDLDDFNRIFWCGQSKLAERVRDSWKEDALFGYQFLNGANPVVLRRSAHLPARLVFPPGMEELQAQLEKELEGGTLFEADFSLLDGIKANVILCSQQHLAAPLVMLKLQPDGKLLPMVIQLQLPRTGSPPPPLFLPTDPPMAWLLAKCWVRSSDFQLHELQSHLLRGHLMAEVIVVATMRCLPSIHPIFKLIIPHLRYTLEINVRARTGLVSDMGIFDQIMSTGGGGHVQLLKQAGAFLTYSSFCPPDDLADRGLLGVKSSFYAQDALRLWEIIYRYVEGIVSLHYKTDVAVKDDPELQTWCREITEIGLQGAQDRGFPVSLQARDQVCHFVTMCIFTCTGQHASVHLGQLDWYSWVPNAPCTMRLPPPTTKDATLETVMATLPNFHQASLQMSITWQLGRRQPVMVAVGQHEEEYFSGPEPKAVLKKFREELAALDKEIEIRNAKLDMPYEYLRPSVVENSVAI
#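 Readout: Fe(III)-xylenol orange absorbance, 573-to-405 nm ratio as reaction progress. Enzyme 40 nM purified human 15hLO-1, substrate 50 uM arachidonic acid, 6 min RT after 15 min compound preincubation; Hepes pH 7.5 buffer with Triton X-100.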
# Texas Red fluor = compounds fluorescent in Texas Red spectral region; Compound fluorescence, Texas Red channel, 547/618 nm; hits give high values; max dye-equivalent concentration, M; 59,000 compounds, 0.06% hits; AID 587; in the data active = max dye-equivalent concentration above about 10 nM; inconclusive = between about 1.1 nM and that limit
#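 Spectral interference profiling: each compound concentration's relative fluorescence, read with a 547 nm excitation and 618 nm emission filter pair, was normalized to a per-plate Texas Red standard curve.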
# HBB splice mod = alters splicing of the hemoglobin beta chain; HBB splicing reporter cell assay, activation; EGFP reporter with mutant IVS2-654 intron; response scale: normalised to 500 nM splice-correcting PNA; Potency, µM (doses to about 46.1 µM), without a hit: at the top dose activation, actives largely listed as activators; 65,000 compounds, 0.06% hits; also: potency is read from the fitted curve at half-maximal effect; 0% is about no effect
#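 HeLa cells stably expressing EGFP interrupted by mutant beta-globin intron 2 (IVS2-654), 500/well in 2% FCS. Treated with compound for 2 days at 37C. Splicing correction scored as total well GFP intensity (488 nm excitation, 500-520 nm emission); 500 nM antisense PNA served as control.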
# HADH2 inh = blocks human hydroxyacyl-CoA dehydrogenase type II; Q99714; recombinant HADH2, NADH fluorescence, beta-hydroxybutyryl-CoA; Potency, µM (titrated, usually from 57.1 µM), for the others: top-dose activity change, negative = inhibition, hits mostly inhibitors; 73,000 compounds, 3.4% hits; AID 886; also: potency is read from the fitted curve at half-maximal effect; % is scaled to controls: 0 for no effect and ±100 for the full control effect; nearly all actives have a fitted effect of over 60% in size; many of its hits are not listed in these tables
# Target sequence (Q99714 whole entry, looked up, one chain of several): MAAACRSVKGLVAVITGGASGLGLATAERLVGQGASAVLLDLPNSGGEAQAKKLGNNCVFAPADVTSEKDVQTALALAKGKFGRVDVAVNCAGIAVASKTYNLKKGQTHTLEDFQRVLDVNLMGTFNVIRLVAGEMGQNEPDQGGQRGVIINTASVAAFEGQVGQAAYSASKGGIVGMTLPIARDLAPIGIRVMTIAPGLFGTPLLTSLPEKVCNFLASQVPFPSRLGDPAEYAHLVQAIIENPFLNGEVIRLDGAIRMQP
#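 His-tagged recombinant enzyme from E. coli, 20 nM, preincubated 15 min RT with compound; reaction started with 1 mM NAD+ and 90 uM beta-hydroxybutyryl-CoA in 100 mM Tris-HCl pH 9.0. NADH fluorescence (ex 360/em 450) read over 4 min; last-minus-first difference.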
# 4-MU autofl = compounds fluorescent in 4-MU spectral region. AID 589. compound autofluorescence, 340/450 nm, 4-MU equivalents; hits give high values. max dye-equivalent concentration, M. 59,000 compounds, 11% hits; in the data active = max dye-equivalent concentration above about 10 nM; inconclusive = mostly about 1.1 nM to 9.6 nM
#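 Compounds in 100 mM Tris, pH 8.0, sat 15 min at room temperature before fluorescence was read at 340 nm excitation/450 nm emission; a per-plate six-point 4-MU standard curve converted signals to dye-equivalent concentration at each compound concentration.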
# Rhodamine fluor = compound fluoresces in the rhodamine spectral region; Rhodamine-region fluorescence, 547/598 nm, Tris buffer; hits give high values; max dye-equivalent concentration, M; 59,000 compounds, 0.05% hits; AID 594; in the data active = max dye-equivalent concentration above about 11 nM; inconclusive = between about 1.1 nM and that limit
#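 A six-point rhodamine series on each plate calibrates the signal. Compounds sit in 100 mM Tris (pH 8.0) for 15 min at ambient temperature before imaging through 547 nm/598 nm filters.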
# Epigenetic mod = epigenetic GFP locus derepression in mouse cells; mouse C127i GFP locus derepression, cytometry, 30 h; Potency, µM (doses to about 46.1 µM), inactives show at the highest dose GFP derepression (activation); 68,000 compounds, 0.09% hits; AID 597; also: % of control where 0% means no effect
#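 Read-out is the number of GFP-positive cells, scored as fluorescent objects 20 to 120 um wide, reflecting derepression of a silenced CMV-GFP reporter in murine C127i cells after 30 h compound exposure at 37 C.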
# Fluorescein fluor = compound fluoresces in the fluorescein spectral region. Compound autofluorescence, 480/540 nm, fluorescein-equivalent; hits give high values. max fluorescein-equivalent concentration, M. 59,000 compounds, 0.91% hits; in the data active = max fluorescein-equivalent concentration above about 10 nM; inconclusive = between about 1.1 nM and that limit
#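 Fluorescein stocks ranging 3 mM down to 300 nM, plus DMSO blanks, were pinned alongside compounds to build a per-plate standard curve. Buffer: 100 mM Tris, pH 8.0. Incubation 15 min, room temperature; filters 480/540 nm.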
# DNA Pol III inh = inhibitors of bacterial DNA polymerase III holoenzyme; 71,000 compounds, 0.25% hits; reconstituted DNA polymerase III holoenzyme replication, biochemical; Potency, µM (doses to about 57.1 µM), for the others: at the highest dose activity change, negative = inhibition; also: potency is read from the fitted curve at half-maximal effect; % is scaled to controls: 0 for no effect and ±100 for the full control effect
#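 Reconstituted *E. coli* holoenzyme (0.35 nM Pol III, 1 nM beta, 154 nM SSB, 2 nM primase) was preincubated with compound for 15 min at RT. Synthesis on 1.4 nM ssM13Gori ran 35 min, then was stopped with PicoGreen/EDTA and read as dsDNA fluorescence.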
# Active calls of the source: *; i = inactive; ? = inconclusive; nt = no result given; [ ] = dose if it differs, or a comment. Unless noted, calls follow the shape of the dose curve; as a rule, active = well fitted curve in the direction sought with a large enough effect; inconclusive = small, poorly fitted or top-dose-only effect, or another doubt; inactive = no such curve, though single readings can be large; an effect the other way counts as inactive or inconclusive.
# Screens in order: Hsp90 Hop PPI	Fluorescein fluor	HADH2 inh	Rhodamine fluor	4-MU autofl	15-hLO inh	Epigenetic mod	HBB splice mod	Ub-GFP proteasome	DNA Pol III inh	Texas Red fluor
1) CCc1ccc(-c2nc(CSCC(=O)NCCCN3CCCC3=O)c(C)o2)cc1
 : 1%	i	6%	i	i	5%	0%	-1.7%	?	-7%	i
2) C=CCn1c(C)c(C(C)=O)c(N2CCCC2)nc1=S
 : -2%	nt	0%	nt	nt	2%	2%	-3.5%	0%	3%	nt
3) COc1ccccc1Cn1c(CCCO)nc2ccccc21
 : -1%	i	2%	i	i	1%	6%	0.1%[57.5 µM]	-6%	0%	i
4) CCNc1nc2c(c(=O)n(Cc3ccccc3)c(=O)n2C)n1Cc1ccccc1
 : -9%	i	7%	i	i	-16%	-3%	-2.2%	-2%	17%	i
5) Cc1cccc2sc(NC(=O)C3CCCO3)nc12 (stereo unspecified)
 : 1%	i	0%	i	1.5e-07M*	-4%	-3%	0.1%	-1%	0%	i
6) CN1CCN(c2ncc3nc(-c4ccccc4)c(=O)n(Cc4ccc(F)cc4)c3n2)CC1
 : 6%	i	37%[activator]	i	2.5e-08M*	-6%	0%[9.22 µM]	0.5%	1%	3%	i
7) CCCCCCNS(=O)(=O)c1nc2nc(C)cc(C)n2n1
 : -4%	nt	9%	nt	nt	-7%	nt	-0.8%	-6%	-11%	nt
8) COc1ccc(N2CCN(C(CNC(=O)c3ccc4c(c3)OCO4)c3cccnc3)CC2)cc1 (stereo unspecified)
 : -9%	?	1%	i	i	-5%	0%	-1.6%	-1%	-3%	i
9) CCCCCNC(=O)C(C#N)c1nc2ccccc2nc1N1CCCC1 (stereo unspecified)
 : 0%	5.5e-07M*	1%	i	1.4e-08M*	12%	15%	2.6%[0.369 µM]	nt	-13%	i
10) CCN1CCN(CC(O)COc2ccc(C(C)=O)cc2)CC1 (stereo unspecified)
 : -4%[2.3 µM]	nt	-9%	nt	nt	-4%	nt	0.5%	6%	-4%	nt
11) COc1ccc2cc(CCNC(=O)C(C)C)c(=O)[nH]c2c1
 : 0%	nt	-12%	nt	nt	35%[activator]	nt	-0.6%	2%	3%	nt
12) CCc1nn(CC(=O)NCCN2CCN(C)CC2)c(=O)c2cc3occc3n12
 : -1%	i	3%	i	i	17%	2%	-1.3%	9%	3%	i
13) Cc1ccc(Cn2c(CN(C)Cc3ccccc3)nc3c2c(=O)n(C)c(=O)n3C)cc1
 : -1%	i	-7%	i	i	-9%	4%	0.6%[57.5 µM]	-2%	1%	?
14) c1ccc(N=P(N2CCOCC2)(N2CCOCC2)N2CCOCC2)cc1
 : -4%	?	2%	i	i	5%	0%	0.2%	-4%	0%	i
15) COc1cc2nc(N3CCN(C(=O)C4CCCO4)CC3)nc(N)c2cc1OC (stereo unspecified)
 : -9%	?	105%[activator]	i	1.5e-06M*	9%	0%	1.0%[0.369 µM]	nt	1%	i

# The final 3 compounds of the part above come first, to join the parts:
# Screens in order: Hsp90 Hop PPI	Fluorescein fluor	HADH2 inh	Rhodamine fluor	4-MU autofl	15-hLO inh	Epigenetic mod	HBB splice mod	Ub-GFP proteasome	DNA Pol III inh	Texas Red fluor
13) Cc1ccc(Cn2c(CN(C)Cc3ccccc3)nc3c2c(=O)n(C)c(=O)n3C)cc1
 : -1%	i	-7%	i	i	-9%	4%	0.6%[57.5 µM]	-2%	1%	?
14) c1ccc(N=P(N2CCOCC2)(N2CCOCC2)N2CCOCC2)cc1
 : -4%	?	2%	i	i	5%	0%	0.2%	-4%	0%	i
15) COc1cc2nc(N3CCN(C(=O)C4CCCO4)CC3)nc(N)c2cc1OC (stereo unspecified)
 : -9%	?	105%[activator]	i	1.5e-06M*	9%	0%	1.0%[0.369 µM]	nt	1%	i
16) COc1ccc(CNc2nc(NCc3ccc(OC)cc3)n(S(C)(=O)=O)n2)cc1
 : -1%	i	0%	i	i	9%	0%	1.6%	-1%	1%	i
17) Cc1cc2nnc(SC(C)C#N)n2c2ccccc12 (stereo unspecified)
 : -2%	?	-6%	i	?	-16%	1%	-2.0%	4%	-3%	?
18) CN(C)C(=O)N1CCC(C(=O)NC2CCCCCCC2)CC1
 : -2%	?	10%	i	?	6%	2%	0.9%[57.5 µM]	-3%	-4%	i
19) COc1ccc(-c2nc(CSCC(=O)NCc3ccc4c(c3)OCO4)c(C)o2)cc1OC
 : -3%[2.3 µM]	nt	5%	nt	nt	2%	nt	-1.2%	-9%	-4%	nt
20) COc1cccc(-c2cc(C(=O)Nc3c(C)nn(Cc4ccccc4C)c3C)no2)c1
 : -1%	i	-2%	i	?	-13%	-1%	1.1%	-13%	4%	?
21) CCOC(=O)N1CCN(S(=O)(=O)c2ccc3c(c2)oc(=O)n3C)CC1
 : 3%	?	16%	i	i	1%	-1%	-1.4%[57.5 µM]	-2%	3%	?
22) O=C(OCC(=O)c1ccc(S(=O)(=O)N2CCCC2)cc1)C1=COCCO1
 : -5%	i	-10%	i	?	-4%	0%	3.7%[1.84 µM]	-15%	0%	i
23) CCOC(=O)C1CCCN(C2CC(=O)N(c3ccc(C)c(C)c3)C2=O)C1 (stereo unspecified)
 : -1%	?	-6%	i	i	-5%	-3%	0.4%	-4%	0%	?
24) NCCCCNS(=O)(=O)c1ccc2c(Cl)cccc2c1
 : 0%	nt	7%	nt	nt	-14%[25.6 µM]	-2%	nt	10%	-2%	nt
25) Cc1nc(C)c(C(=O)C2=C(O)C(=O)N(CCCn3ccnc3)C2c2ccccc2)s1 (stereo unspecified)
 : -7%	i	6%	i	i	13%	0%	-1.1%[0.369 µM]	2%	-2%	i
26) COc1ccc(Cn2c(C3CC3)nc3ccc(NC(C)=O)cc3c2=O)cc1
 : -4%	?	12%	i	i	4%	-4%	-0.4%[57.5 µM]	12%	-2%	i
27) COc1ccc(-c2c(C)nn3c(N4CCC(C(=O)NCCN(C)C)CC4)cc(C)nc23)cc1OC
 : -5%	i	-2%	i	i	4%	2%	0.3%	1%	-3%	i
28) O=C(Cn1nnc(-c2ccncc2)n1)Nc1ccc2c(c1)CCC2
 : -6%	i	5%	i	i	-7%	2%	-0.4%[57.5 µM]	4%	-5%	i
29) COc1ccc(NC(=O)Nc2cccc(C)n2)cc1
 : -7%[2.3 µM]	nt	-3%	nt	nt	-6%	nt	-1.3%	5%	-3%	nt
30) Cn1c(=O)c(-c2ccc(Cl)cc2)nc2cncnc21
 : -4%	?	3%	i	i	4%	10%[9.22 µM]	0.1%	0%	-9%	i
31) N#Cc1nc(COc2ccccc2F)oc1N1CCCCCC1
 : ?	i	-11%	i	i	0%	0%	-0.6%	4%	5%	i
32) CN(C)c1ccc(NC(=O)CN2C(=O)CC(c3ccccc3)=Nc3ccccc32)cc1
 : -12%	i	9%	i	i	-7%	4%	nt	-5%	4%	i
33) COc1ccc(C)cc1NC(=O)CN(c1ccc(F)cc1)S(C)(=O)=O
 : 0%	nt	8%	nt	nt	3%	0%	-0.8%	-6%	0%	nt
34) CSC(=Nc1ccccc1)C1=C(O)COC1=O
 : nt	?	nt	i	i	nt	4%[20.6 µM]	nt	nt	nt	i
35) COC(=O)c1ccc(C2CC(=O)Nc3cc(OC)c(OC)cc32)cc1 (stereo unspecified)
 : -3%	i	4%	i	i	-18%	0%	1.7%	-2%	-2%	i
36) CCOC(=O)c1c(C)c(C(=O)NCc2cccnc2)c(C)n1C
 : -3%	i	3%	i	i	8%	0%	0.3%	1%	0%	i
37) CCCCn1c(SCc2ccc(Cl)cc2)nc2c1c(=O)[nH]c(=O)n2C
 : -3%	i	?	i	i	-21%	2%	nt	1%	-2%	i
38) Nc1cc(N)cc(-c2nc3ccccc3[nH]2)c1
 : ?	i	25µM*	i	i	0%	0%	nt	-1%	-11%	i
39) Cc1c(C(=O)Nc2ccc3oc(-c4cccnc4)nc3c2)oc2ccccc12
 : -6%	i	-186%	i	5.1e-08M*	-11%	0%	nt	3%	-6%	i
40) O=C(CC1CCS(=O)(=O)C1)Nc1ccc[nH]c1=O (stereo unspecified)
 : -2%	?	-11%	i	2.4e-07M*	3%	1%	-0.6%	-3%	0%	i
41) CCC(C)NC(=O)CS(=O)Cc1nc(-c2cccc(C)c2)oc1C (stereo unspecified)
 : -4%[2.3 µM]	nt	-9%	nt	nt	7%	nt	-0.3%	5%	0%	nt
42) CC1(C(=O)NCc2ccccn2)C=CCN1C(=O)c1ccccc1 (stereo unspecified)
 : -3%	nt	1%	nt	nt	5%	nt	-0.1%	nt	-7%	nt
43) O=c1cc(-c2ccc(O)c(O)c2)oc2cc(O[C@@H]3O[C@@H](CO)[C@@H](O)[C@@H](O)[C@H]3O)cc(O)c12
 : -5%	?	?	i	i	nt	-5%[9.22 µM]	nt	5%	1µM*	i

# Only part of the results is shown (hit frequency here may not be typical).
